Screens as filed in PubChem BioAssay.
MITF inh – human MITF inhibition, primary screen; inhibition, % at 2.6 µM; O75030; AlphaScreen MITF homodimerization, bead proximity signal; hit rate 0.91% among 650,000; AID 1259374; in the data active = inhibition above about 50%;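 also: 0% = vehicle wells with protein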
Target sequence (O75030 whole entry, looked up): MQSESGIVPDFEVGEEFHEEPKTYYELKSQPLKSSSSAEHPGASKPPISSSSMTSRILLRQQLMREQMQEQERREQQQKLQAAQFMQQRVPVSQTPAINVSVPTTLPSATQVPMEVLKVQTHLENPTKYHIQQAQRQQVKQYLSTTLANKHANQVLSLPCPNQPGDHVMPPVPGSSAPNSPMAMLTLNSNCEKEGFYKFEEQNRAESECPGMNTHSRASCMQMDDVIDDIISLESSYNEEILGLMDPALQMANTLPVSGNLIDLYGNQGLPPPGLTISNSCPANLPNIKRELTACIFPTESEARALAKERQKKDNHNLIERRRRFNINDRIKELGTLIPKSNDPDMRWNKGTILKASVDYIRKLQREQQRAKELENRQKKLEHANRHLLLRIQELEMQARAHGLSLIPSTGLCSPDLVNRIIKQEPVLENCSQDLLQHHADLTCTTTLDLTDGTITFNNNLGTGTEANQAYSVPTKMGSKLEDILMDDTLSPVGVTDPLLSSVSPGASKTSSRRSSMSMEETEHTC
TEAD-YAP block – TEAD-YAP interaction inhibition; HEK-TIYL cells, TEAD-Gal4/YAP UAS-luciferase luminescence; inhibition, % at 9.12 µM; hit rate 1.4% among 640,000; AID 1259422; in the data active = inhibition above about 32%;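 also: 0% = median of test compound wells and 100% = reference inhibitor wells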
FBW7 act – human FBW7 E3 ligase activation, primary screen; Q969H0; AlphaScreen FBW7–phospho-cyclin E peptide binding, activator screen; normalized activity (activation), % at 26.1 µM; hit rate 0.13% among 650,000; AID 1259310; in the data active = normalized activity above about 1.9%;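 also: purified mutant Fbw7 with reduced substrate affinity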
GPR151 ag – human GPR151 activation; PathHunter beta-arrestin GPR151 cells, luminescence; activation, % at 11.2 µM; hit rate 1% among 650,000; AID 1508602; in the data active = activation above about 4.9%;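 also: 0% = median of compound wells and 100% = cells with positive control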
Target sequence (Q8TDV0 whole entry, looked up): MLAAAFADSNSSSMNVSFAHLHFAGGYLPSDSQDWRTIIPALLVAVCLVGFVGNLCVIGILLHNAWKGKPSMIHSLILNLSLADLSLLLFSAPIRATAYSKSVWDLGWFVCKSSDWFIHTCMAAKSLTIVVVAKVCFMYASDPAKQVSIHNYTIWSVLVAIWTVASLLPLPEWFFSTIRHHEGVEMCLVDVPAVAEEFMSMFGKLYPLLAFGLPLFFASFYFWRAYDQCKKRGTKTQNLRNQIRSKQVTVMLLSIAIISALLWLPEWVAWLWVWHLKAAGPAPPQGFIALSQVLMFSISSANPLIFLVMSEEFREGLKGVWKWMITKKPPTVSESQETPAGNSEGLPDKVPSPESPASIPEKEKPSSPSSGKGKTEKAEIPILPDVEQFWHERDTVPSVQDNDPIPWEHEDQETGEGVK
* = called active by the depositor. Outcome played no part in choosing rows, and some 3.4% of all compounds hit somewhere here.

Results for O=C1[C@H]2CN(Cc3ccccc3Cl)CCN2C(=O)[C@H]2CCCN12 ?
MITF inh: 14; TEAD-YAP block: -15; FBW7 act: 0.9; GPR151 ag: -1.7

How did CCn1ccnc1CN1CCC(Oc2cccc(C(=O)NCc3cccnc3)c2)CC1 do in these assays?
MITF inh: 13; TEAD-YAP block: -1; FBW7 act: 0.1; GPR151 ag: -0.5

What do the screens show for `CCc1ccc(OCC(=O)NCc2ccc(OC)cc2)cc1`?
MITF inh: 10; TEAD-YAP block: -5; FBW7 act: 0.6; GPR151 ag: 1.2

Results for CCC(CC)C(=O)Nc1nnc(S(=O)(=O)Nc2ccc(OC)cc2)s1 ?
MITF inh: 5; TEAD-YAP block: 3; FBW7 act: 0.2; GPR151 ag: -0.2

How did Cc1nc(NCCCn2ccnc2)c2c3c(sc2n1)CCCC3 do in these assays?
MITF inh: 0; TEAD-YAP block: -11; FBW7 act: 0.0; GPR151 ag: -1.6

Results for O=C1OC(c2ccccc2Cl)=N/C1=C\c1ccccc1I ?
MITF inh: 6; TEAD-YAP block: 7; FBW7 act: -0.1; GPR151 ag: 0.0

Results for COc1ccc(CC(=O)Nc2ccc(OC(C)=O)cc2C(=O)O)cc1 ?
MITF inh: -6; TEAD-YAP block: 0; FBW7 act: -0.2; GPR151 ag: 2.8

What do the screens show for `O=C(Cn1c(=O)oc2ccccc21)N1CCN(C(=O)c2ccco2)CC1`?
MITF inh: 7; TEAD-YAP block: 4; FBW7 act: -0.1; GPR151 ag: 0.7

Results for CCC1Oc2ccc(C)cc2N(CC(=O)O)C1=O (centres undefined) ?
MITF inh: 2; TEAD-YAP block: 1; FBW7 act: -0.1; GPR151 ag: -0.1

What do the screens show for `CC(=O)Nc1ccc(Nc2nc(N3CCC(N4CCOCC4)CC3)ncc2C)cc1`?
MITF inh: 19; TEAD-YAP block: 3; FBW7 act: 0.2; GPR151 ag: -1.8

What do the screens show for `CC(=Nc1cccc(Br)c1)c1sc2ccccc2c1O`?
MITF inh: 10; TEAD-YAP block: -2; FBW7 act: 0.0; GPR151 ag: 0.2

How did O=C(CCCn1c2ccccc2c(=O)c2ccccc21)Nc1ccc(F)c(Cl)c1 do in these assays?
MITF inh: -16; TEAD-YAP block: 1; FBW7 act: -0.1; GPR151 ag: -0.3

How did Cc1cc(NS(=O)(=O)c2ccc(NC(=O)/C=C/c3ccccc3)cc2)no1 do in these assays?
MITF inh: 14; TEAD-YAP block: 15; FBW7 act: 0.3; GPR151 ag: -1.8

Results for CC(NC(=O)c1ccc(C#N)cc1)c1ccc(F)cc1 (centres undefined) ?
MITF inh: 0; TEAD-YAP block: 8; FBW7 act: 0.2; GPR151 ag: 0.8

How did c1cc(-c2noc(-c3ccncc3)n2)ccn1 do in these assays?
MITF inh: -7; TEAD-YAP block: -30; FBW7 act: 0.0; GPR151 ag: -2.0

How did COc1cc(N2CCN(C(=O)c3ccc(OC)c(OC)c3)CC2)nc(C)n1 do in these assays?
MITF inh: 107*; TEAD-YAP block: 8; FBW7 act: 0.1; GPR151 ag: 0.1

Results for COC(=O)c1cc(S(=O)(=O)N(Cc2ccccc2)C(C)C)c[nH]1 ?
MITF inh: 0; TEAD-YAP block: 22; FBW7 act: 0.1; GPR151 ag: -1.6

Results for COc1ccccc1NC(=O)CN1C(=O)CC(c2ccco2)Sc2ccccc21 (centres undefined) ?
MITF inh: 7; TEAD-YAP block: 10; FBW7 act: 0.2; GPR151 ag: -0.2

Results for Clc1ccc2nc(N3CCCC3)sc2c1 ?
MITF inh: 9; TEAD-YAP block: -59; FBW7 act: 0.0; GPR151 ag: -3.8

Results for COc1cc(C(=O)Nc2sc3c(c2C(N)=O)CCN(C(C)C)C3)cc(OC)c1OC ?
MITF inh: 3; TEAD-YAP block: -8; FBW7 act: -0.1; GPR151 ag: -1.4

What do the screens show for `CCOC(=O)C1(Cc2ccc(OC)cc2)CCN(S(=O)(=O)c2ccccc2)CC1`?
MITF inh: -1; TEAD-YAP block: 2; FBW7 act: -0.1; GPR151 ag: 0.3

Results for CC(NC(=O)C(=O)N/N=C/c1cccc2ccccc12)c1ccccc1 (centres undefined) ?
MITF inh: -15; TEAD-YAP block: -3; FBW7 act: -0.1; GPR151 ag: 1.0

What do the screens show for `COc1cc(Nc2ccc(NC(=O)c3ccc4c(c3)OCO4)cc2)nc(C)n1`?
MITF inh: -3; TEAD-YAP block: 12; FBW7 act: -0.1; GPR151 ag: 2.0

Results for Cc1ccc(NCN2C(=O)C3C4C=CC(C4)C3C2=O)cc1C (centres undefined) ?
MITF inh: 11; TEAD-YAP block: -20; FBW7 act: 0.0; GPR151 ag: 0.9

How did CC(=O)CC(C#N)c1ccccc1 (centres undefined) do in these assays?
MITF inh: -2; TEAD-YAP block: -2; FBW7 act: 0.0; GPR151 ag: 1.0

Results for C=CCSc1nc2ccccc2n1C(=O)c1ccc(OC)cc1 ?
MITF inh: -8; TEAD-YAP block: -13; FBW7 act: 0.2; GPR151 ag: -0.2

Results for Cc1ccc(NC(=O)CCn2cnc3ccccc3c2=O)cc1Cl ?
MITF inh: 0; TEAD-YAP block: 6; FBW7 act: 0.1; GPR151 ag: 1.2

How did COc1ccc(C(=O)NCC(c2ccco2)S(=O)(=O)c2ccccc2)cc1 (centres undefined) do in these assays?
MITF inh: -8; TEAD-YAP block: -15; FBW7 act: 0.0; GPR151 ag: 0.1

Results for Cc1ccc(C(C)C)c(OC(C)C(=O)N(Cc2ccco2)C2CCS(=O)(=O)C2)c1 (centres undefined) ?
MITF inh: 20; TEAD-YAP block: -5; FBW7 act: 0.2; GPR151 ag: -0.6

Results for CCOC(CNC(=O)c1ccc2c(c1)nc(C)n2-c1ccc(CC)cc1)OCC ?
MITF inh: -5; TEAD-YAP block: 5; FBW7 act: -0.1; GPR151 ag: 0.4

What do the screens show for `O=C1CCc2c(ccc3ccccc23)O1`?
MITF inh: 22; FBW7 act: 0.0; GPR151 ag: -0.9

Results for O=C(c1ccc(N2CCC(NCCc3cccc(F)c3)CC2)cc1)N1CCCC(CO)C1 (centres undefined) ?
MITF inh: 7; TEAD-YAP block: -2; FBW7 act: 0.1; GPR151 ag: -0.4

How did COc1ccc(N(CC(=O)NC(C)C)S(=O)(=O)c2ccc(C)cc2)cc1Cl do in these assays?
MITF inh: 6; TEAD-YAP block: 14; FBW7 act: 0.2; GPR151 ag: 1.5

What do the screens show for `C=CCSc1nc2sc3c(c2c(=O)n1C1CCCCC1)CCCCC3`?
MITF inh: -13; TEAD-YAP block: -7; FBW7 act: 0.1; GPR151 ag: -1.1

Results for CCCNC(=O)c1onc(C)c1Cl ?
MITF inh: 10; TEAD-YAP block: 2; FBW7 act: 0.3; GPR151 ag: -0.1

Results for COc1ccc(OC)c(/C=C/C(=O)N2CCN(c3ccc(C(C)=O)cc3)CC2)c1 ?
MITF inh: -6; TEAD-YAP block: -1; FBW7 act: -0.3; GPR151 ag: 0.0

Results for COc1cc([N+](=O)[O-])ccc1NC(=O)/C=C/c1ccc(Br)cc1 ?
MITF inh: 15; TEAD-YAP block: 4; FBW7 act: 0.2; GPR151 ag: -0.5

Results for N/C(=N/O)c1cccn1Cc1ccccc1[N+](=O)[O-] ?
MITF inh: 1; TEAD-YAP block: -4; FBW7 act: 0.0; GPR151 ag: 1.6

What do the screens show for `O=C(Nc1ccccc1)c1ccc(Br)c(S(=O)(=O)Nc2ccc(Br)cc2)c1`?
MITF inh: 2; TEAD-YAP block: -16; FBW7 act: 0.1; GPR151 ag: 3.1

Results for CC1=C(C(N)=O)C(c2ccccc2)n2nc(-c3ccccc3Cl)nc2N1 (centres undefined) ?
MITF inh: 1; TEAD-YAP block: 4; FBW7 act: 0.1; GPR151 ag: -0.9

What do the screens show for `Cc1cc(C)n2nc(SCc3ccc(Cl)cc3)nc2n1`?
MITF inh: -3; TEAD-YAP block: -13; FBW7 act: -0.1; GPR151 ag: 0.1

What do the screens show for `COc1ccc(OC)c(/C=N\NC(=O)c2c(C)nc3ccc(Cl)cn23)c1`?
MITF inh: 10; TEAD-YAP block: 9; FBW7 act: 0.0; GPR151 ag: 0.2

How did Cc1ccc(OC(=O)N2CCN3C(=O)[C@H](CO)NC(=O)[C@H]3C2)cc1 do in these assays?
MITF inh: 19; TEAD-YAP block: 12; FBW7 act: 0.1; GPR151 ag: -1.5

What do the screens show for `COc1ccc(C(=O)N2CCN(Cc3ccc(Br)cc3)CC2)cc1`?
MITF inh: 44; TEAD-YAP block: 31; FBW7 act: -0.1; GPR151 ag: 1.3

What do the screens show for `COc1ccc(N2CCN(C3CCCN(Cc4cc(OC)ccc4O)C3)CC2)cc1` (centres undefined)?
MITF inh: 15; TEAD-YAP block: 6; FBW7 act: 0.0; GPR151 ag: -2.0

How did COc1cc(C=C(C#N)C#N)c([N+](=O)[O-])cc1OCc1ccccc1 do in these assays?
MITF inh: 13; TEAD-YAP block: -6; FBW7 act: 0.5; GPR151 ag: -4.0

How did O=C(c1ccc(Br)o1)N1CCN=C1SCc1ccc([N+](=O)[O-])cc1 do in these assays?
MITF inh: 13; TEAD-YAP block: 12; FBW7 act: 1.3; GPR151 ag: 0.5

How did O=C(Nc1cc(Cl)cc(Cl)c1)c1cc(S(=O)(=O)N2CCOCC2)ccc1F do in these assays?
MITF inh: 4; TEAD-YAP block: -1; FBW7 act: -0.2; GPR151 ag: -0.9

How did CC(NC(=O)OCc1ccc(F)cc1)(C(F)(F)F)C(F)(F)F do in these assays?
MITF inh: 7; TEAD-YAP block: 3; FBW7 act: 0.2; GPR151 ag: -1.5

How did O=C(CCCn1c(SCc2cc(=O)n3ccccc3n2)nc2ccccc2c1=O)NCc1ccco1 do in these assays?
MITF inh: 6; TEAD-YAP block: -5; FBW7 act: 0.0; GPR151 ag: -0.3

What do the screens show for `Cc1nn(-c2ccccc2)c(Cl)c1C(=O)NCC(C)C`?
MITF inh: 1; TEAD-YAP block: -6; FBW7 act: 0.0; GPR151 ag: -0.6

What do the screens show for `O=C(CCNc1c(N2CCCC2)c(=O)c1=O)NCCc1ccccc1`?
MITF inh: 19; TEAD-YAP block: -6; FBW7 act: 0.7; GPR151 ag: 3.1

What do the screens show for `Cc1ccc(NC(=O)CSc2nc3ccc(NC(=O)CSc4nncn4C)cc3s2)cc1Cl`?
MITF inh: 10; TEAD-YAP block: -3; FBW7 act: -0.1; GPR151 ag: 0.4

What do the screens show for `CCOc1ccccc1N1CCN(CC(O)COc2ccc3c(C)cc(=O)oc3c2)CC1` (centres undefined)?
MITF inh: 14; TEAD-YAP block: 14; FBW7 act: 0.4; GPR151 ag: -0.2

Results for COc1ccc(OC)c2[nH]c(=O)c(CCNS(=O)(=O)c3ccc(F)cc3)cc12 ?
MITF inh: -1; TEAD-YAP block: -4; FBW7 act: -0.1; GPR151 ag: -0.4

What do the screens show for `Cc1ccc(CNC(=O)c2nc3c(nnn3Cc3ccco3)c(=O)[nH]2)cc1`?
MITF inh: 5; TEAD-YAP block: 3; FBW7 act: -0.1; GPR151 ag: 2.0

Results for COc1ccccc1-n1cc(C(=O)NCC(=O)NC2CCCCCC2)c2ccccc2c1=O ?
MITF inh: -4; TEAD-YAP block: 4; FBW7 act: 0.0; GPR151 ag: 1.9

What do the screens show for `O=C(CO/N=C1\CCCc2nonc21)Nc1ccc(Br)cc1`?
MITF inh: -17; TEAD-YAP block: -6; FBW7 act: 0.0; GPR151 ag: -0.6

What do the screens show for `Cc1ccc(O)c(Nc2cc(C)nc3ncnn23)c1`?
MITF inh: 10; TEAD-YAP block: 6; FBW7 act: 0.0; GPR151 ag: -1.6

How did Cc1ccccc1CSCCNS(=O)(=O)c1ccc(C)c([N+](=O)[O-])c1 do in these assays?
MITF inh: 16; TEAD-YAP block: 13; FBW7 act: 0.1; GPR151 ag: 2.5

For reference, part of the list above:
How did COc1cc(N2CCN(C(=O)c3ccc(OC)c(OC)c3)CC2)nc(C)n1 do in these assays?
MITF inh: 107*; TEAD-YAP block: 8; FBW7 act: 0.1; GPR151 ag: 0.1

Results for COC(=O)c1cc(S(=O)(=O)N(Cc2ccccc2)C(C)C)c[nH]1 ?
MITF inh: 0; TEAD-YAP block: 22; FBW7 act: 0.1; GPR151 ag: -1.6

Results for COc1ccccc1NC(=O)CN1C(=O)CC(c2ccco2)Sc2ccccc21 (centres undefined) ?
MITF inh: 7; TEAD-YAP block: 10; FBW7 act: 0.2; GPR151 ag: -0.2

Results for Clc1ccc2nc(N3CCCC3)sc2c1 ?
MITF inh: 9; TEAD-YAP block: -59; FBW7 act: 0.0; GPR151 ag: -3.8

Results for COc1cc(C(=O)Nc2sc3c(c2C(N)=O)CCN(C(C)C)C3)cc(OC)c1OC ?
MITF inh: 3; TEAD-YAP block: -8; FBW7 act: -0.1; GPR151 ag: -1.4

Next section
Results for CCOc1ccc(C(=O)C2CCN(Cc3nnnn3Cc3ccccc3)CC2)cc1 ?
MITF inh: -2; TEAD-YAP block: 11; FBW7 act: -0.1; GPR151 ag: -0.6

How did Cc1nc2ccccc2c(=O)n1NC(=O)CN1C(=O)c2ccccc2C1=O do in these assays?
MITF inh: 13; TEAD-YAP block: -10; FBW7 act: 0.3; GPR151 ag: 2.9

Results for O=C(C1CC1)N1CCc2cc(Br)cc(S(=O)(=O)NCc3ccccc3)c21 ?
MITF inh: 1; TEAD-YAP block: 6; FBW7 act: 0.5; GPR151 ag: -0.3

Results for CCCc1c(C(=O)N[C@H]2C[C@H]3C(=O)N[C@@H](CCC)C(=O)N3C2)cnn1-c1ccccc1 ?
MITF inh: -15; TEAD-YAP block: -4; FBW7 act: 0.1; GPR151 ag: 1.0
